hcGAS lum: inhibitors of human cGAS | inhibition, % at 12.5 µM | recombinant h-cGAS, ATP depletion, Kinase-Glo luminescence | 290,000 compounds, 0.081% hits;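 further: 0% = vehicle reaction and 100% = reaction without DNA for no activity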
Target sequence (Q8N884 whole entry, looked up): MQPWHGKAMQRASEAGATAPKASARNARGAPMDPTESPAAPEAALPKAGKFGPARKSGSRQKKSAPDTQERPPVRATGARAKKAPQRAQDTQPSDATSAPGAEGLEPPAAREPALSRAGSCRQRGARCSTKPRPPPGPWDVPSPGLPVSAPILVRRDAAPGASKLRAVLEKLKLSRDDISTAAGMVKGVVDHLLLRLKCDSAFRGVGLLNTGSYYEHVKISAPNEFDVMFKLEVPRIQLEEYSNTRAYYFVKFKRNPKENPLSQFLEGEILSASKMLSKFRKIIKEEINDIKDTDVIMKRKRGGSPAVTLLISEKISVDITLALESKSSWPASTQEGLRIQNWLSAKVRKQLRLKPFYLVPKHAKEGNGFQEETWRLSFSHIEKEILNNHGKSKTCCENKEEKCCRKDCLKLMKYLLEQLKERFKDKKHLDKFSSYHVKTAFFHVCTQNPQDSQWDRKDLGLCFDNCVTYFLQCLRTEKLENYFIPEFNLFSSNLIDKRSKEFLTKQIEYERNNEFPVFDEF
NPYLR7 agonist: mosquito NPYLR7 agonism. activation, % at 10 µM. HEK293T NPYLR7/Galpha15, GCaMP6s calcium fluorescence. 270,000 compounds, 0.15% hits; in the data active means activation above about 40%;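 further: 0% = vehicle and 100% = reference agonist at the receptor; some compounds past the cut are filed as inactive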
mcGAS lum: mouse cGAS inhibition by luminescence. recombinant cGAS, Kinase-Glo ATP depletion luminescence. AID 1259399. Q8C6L5. 160,000 compounds, 0.15% hits. inhibition, % at 12.5 µM;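 further: 0% = negative control wells and 100% = reference inhibitor with no enzyme activity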
The depositor's hits bear a star; / = not tested or not shown; & = joins results of further samples. Unless noted, no stated cut-off is given here; in the data, active means inhibition above about 40%; inactive means the rest. Random draw from the library, and some 0.26% of all compounds hit somewhere here.

SMILES | hcGAS lum | NPYLR7 agonist | mcGAS lum
CCN(CC)C(=O)C1=C(C)NC(=S)NC1c1ccc(C)s1 (centres undefined) | 5 | 1 | 2
O=C(CCN1CCc2sccc2C1c1ccccc1)N1CCCN(C(=O)c2ccc(F)cc2)CC1 (centres undefined) | -5 | 7 | -6
CC(C)C(=O)N1CCC(CC(=O)NC2CC2)C1 (centres undefined) | -12 | / | -5
Cc1c(C(=O)O)sc2nc(/C=C/c3csc4ccccc34)[nH]c(=O)c12 | 2 | 4 | /
CCN(CC)C(=O)C1CCCN(C(=O)c2ccccc2N2CCC(N)CC2)C1 (centres undefined) | -5 | 0 | /
CC(=O)Nc1ccc(Nc2nc(C)cc(N3CCCC3)n2)cc1 | -12 | 10 | /
CN(CC(=O)N1CCCC(CCO)C1)S(=O)(=O)c1ccccc1 (centres undefined) | -8 | 7 | /
CCOC(=O)C1(CCc2ccccc2)CCN(C(=O)C2CC(=O)Nc3ccccc32)CC1 (centres undefined) | -6 | 8 | -15
CCc1cc(=O)[nH]c(-n2nc(C)cc2N)n1 | -6 | -4 | /
CC(=O)NC12CC3CC(C1)CC(C(=O)N(C)Cc1nccn1C(F)F)(C3)C2 | -4 | 0 | /
COc1ccc(-c2nn(CN3CCN(C)CC3)c(=S)o2)cc1OC | 2 | 0 | 8
Cc1n[nH]c(=O)c2c(NC(=O)COC(=O)C3CC4CCCC(C3)C4=O)oc(C)c12 (centres undefined) | -2 | 1 | /
COCCN(Cc1nc(C(=O)NCCc2ccc(Cl)cc2Cl)cs1)C(=O)Nc1ccc(Cl)c(Cl)c1 | -2 | 22 | -4
CCOC(=O)c1ccc(N=Nc2c(C)[nH]n(-c3nc(-c4ccc(OC)cc4)cs3)c2=O)cc1 | -3 | -1 | -6
NC(=O)c1cccc(CC2CCN(C(=O)c3cnccn3)C2)c1 (centres undefined) | -1 | -3 | /
Cc1nn(C(C)(C)C)c(OC(=O)/C=C/c2ccccc2)c1S(=O)(=O)c1ccccc1 | -10 | 0 | -7
CC(C)CC(=O)NC(C(=O)NCc1ccc(F)cc1)C1CCN(C(=O)c2ccc(Cl)cc2)CC1 (centres undefined) | -3 | 6 | -1
Cc1cccnc1C(NC(=O)c1ccc(=O)[nH]c1)C(C)C (centres undefined) | -10 | -14 | /
COc1ccc(C(=O)CSc2nc(=O)n3ccc(C)cc3n2)cc1 | -7 | 2 | -9
C=CCN(Cc1nc(-c2ccccc2)no1)C(=O)CN1CCCCCC1=O | -7 | 4 | -9
O=S(=O)(c1cc(Cl)ccc1Cl)N1CCN(c2ccccn2)CC1 | -4 | -4 | /
Cc1cc(C)n(C)c(=O)c1C(=O)NC1CC(=O)N(Cc2cccc(F)c2)C1 (centres undefined) | -6 | 0 | -12
COc1cccc(CNC(=O)CCC2CCCN(C(=O)CCC(F)(F)F)C2)c1 (centres undefined) | -4 | 3 | /
C=CCNC(=O)NC1CC(C)(C)Cc2nc(C(C)(C)C)ncc21 (centres undefined) | 4 | -4 | /
COc1ccc(CCCOC(Cn2ccnc2)c2ccc(OC)cc2)cc1 (centres undefined) | -6 | -11 | /
Cc1cc(C)cc(Nc2ncc([N+](=O)[O-])cc2[N+](=O)[O-])c1 | -8 | -3 | -5
COC(=O)c1ccc(C2NC(=O)c3n[nH]c(C)c32)cc1 (centres undefined) | 0 | 4 | /
Cc1c(C(=O)NCCC#N)cnc2c(-c3cccs3)cnn12 | -14 | 12 | -10
CC(C)(O)C#Cc1ccc(C(=O)Nc2cnc3n2CCCC3)o1 | -5 | 7 | /
COc1cccc(Cn2cccc2CN(C(=O)CN(CC(C)C)C(=O)c2ccc(-c3ccccc3)cc2)C(C)(C)C)c1 | -2 | -8 | -3
CC(C#N)CNC(=O)c1ccsc1NC(=O)c1cccs1 (centres undefined) | -3 | 2 | /
O=C(Nc1nc(OCCN2CCCC2=O)cnc1-c1cccc(C(F)(F)F)c1)c1cc2ccccc2s1 | -5 | 12 | -3
COc1cc2c(cc1OC)CN(S(C)(=O)=O)CC2 | -9 | 18 | -3
C=CCCC(O)CN(Cc1c(CC)nn(-c2ccc(F)cc2)c1Oc1ccccc1)C(C)C (centres undefined) | -4 | 10 | -7
Cc1cc(Cl)ccc1-n1c(C(C)N(CCC(C)C)C(=O)Nc2ccccc2Br)nc2ccccc2c1=O (centres undefined) | 0 | 2 | -5
COc1ccc(-c2c3c([nH]c(=S)c2C#N)CCCC3)cc1 | -5&-3 | 13&-2 | -2&7
O=S(=O)(Cc1ccccc1)c1nc2ccccc2n1Cc1ccc(Cl)c(Cl)c1 | -4 | 0 | -3
CC(C)Oc1ccc(C#N)cc1NC(=O)Nc1cnn(CC(F)F)c1 | -8 | 2 | /
CCC(=O)N1CCC[C@H]1C(=O)NCCn1cnnn1 | -13 | / | -6
COc1cccc(NC(=O)CSc2nnc(N3CCCC3)n2C2CC2)c1 | -16 | 12 | /
COCCCNC(=O)c1cc2n(n1)CCN(Cc1ccccc1OC)C2=O | -3 | 16 | -6
CCCCC(Sc1ccc2nnc(-c3ccccn3)n2n1)C(=O)O (centres undefined) | -4 | 2 | -7
OCc1c[nH]c(=S)n1Cc1ccc(Cl)cc1 | -7 | 0 | /
O=C(c1ccco1)N(C/C=C/c1ccccc1)CCO | -6 | / | -14
CCCNC(=O)Nc1ccc(-c2c(-c3ccc(OC)c(OC)c3)nn(-c3ccccc3C)c2OC(C)=O)cc1 | 4 | -1 | -1
COc1ccc2[nH]c(=O)c(CN3CCC(N4CCCC(O)C4)CC3)cc2c1 (centres undefined) | 3 | 2 | /
CNC(=O)C1c2c(OC)ccc3c2C(=CC(C)(C)CO3)CN1C1CCOCC1 (centres undefined) | 7 | 4 | -6
Cc1ccc(CC(=O)NCC(C)(C)N2CCOCC2)cc1 | -15 | 1 | /
CCOC(=O)C1(CCc2ccccc2)CCCN(Cc2ccc(OC)c(O)c2)C1 (centres undefined) | -12 | 1 | /
CCc1nccn1-c1cc(C)nc2c(-c3ccc(OC)c(OC)c3)c(C)nn12 | -4 | 3 | -6
Next section.
SMILES | hcGAS lum | NPYLR7 agonist | mcGAS lum
CSCCC(C(=O)O)N1C(=O)CSC1=S (centres undefined) | -5 | -2 | 0
COc1ccc(OC)c(C2c3[nH]c4ccccc4c3CCN2CC(=O)Nc2cc(C)nn2C)c1 (centres undefined) | 0 | -7 | 0
CCC(C)(C)NC(=O)c1ccc2c(=O)n(C)c(=O)n(C)c2n1 | -1 | -3 | -7
c1ccc(CN2CCC3(CCc4ccccc43)CC2)cc1 | -3 | 26 | /
COc1cc(C=NNP2(=O)C=C(c3ccccc3)OC(c3ccccc3)=C2)cc(OC)c1OC | -5 | 19 | /
CC1(C(=O)NCCc2ccccc2)Cc2c(-c3cccc(C(N)=O)c3)ccnc2O1 (centres undefined) | -5 | 5 | -6
CC(=O)N(OCc1ccccc1)[C@@H]1c2cc(C#N)ccc2OC(C)(C)[C@H]1O | -3 | -14 | /
O=C(CNC(=O)c1ccc(Br)cc1)N=Nc1c(O)[nH]c2ccc([N+](=O)[O-])cc12 | -3 | 1 | -6
CS(=O)(=O)c1ccc(Nc2cc3[nH]c(-c4cccc(C(F)(F)F)c4)cc3cn2)cc1 | -3 | 4 | -1
Cc1ccccc1N1CCN(CCS(=O)(=O)c2ccc(Br)cc2)CC1 | -6 | -3 | /

20 entries from above, set out differently.
canonical_smiles	hcGAS lum	NPYLR7 agonist	mcGAS lum
CC(C)Oc1ccc(C#N)cc1NC(=O)Nc1cnn(CC(F)F)c1	-8	2	/
CCC(=O)N1CCC[C@H]1C(=O)NCCn1cnnn1	-13	/	-6
COc1cccc(NC(=O)CSc2nnc(N3CCCC3)n2C2CC2)c1	-16	12	/
COCCCNC(=O)c1cc2n(n1)CCN(Cc1ccccc1OC)C2=O	-3	16	-6
CCCCC(Sc1ccc2nnc(-c3ccccn3)n2n1)C(=O)O (centres undefined)	-4	2	-7
OCc1c[nH]c(=S)n1Cc1ccc(Cl)cc1	-7	0	/
O=C(c1ccco1)N(C/C=C/c1ccccc1)CCO	-6	/	-14
CCCNC(=O)Nc1ccc(-c2c(-c3ccc(OC)c(OC)c3)nn(-c3ccccc3C)c2OC(C)=O)cc1	4	-1	-1
COc1ccc2[nH]c(=O)c(CN3CCC(N4CCCC(O)C4)CC3)cc2c1 (centres undefined)	3	2	/
CNC(=O)C1c2c(OC)ccc3c2C(=CC(C)(C)CO3)CN1C1CCOCC1 (centres undefined)	7	4	-6
Cc1ccc(CC(=O)NCC(C)(C)N2CCOCC2)cc1	-15	1	/
CCOC(=O)C1(CCc2ccccc2)CCCN(Cc2ccc(OC)c(O)c2)C1 (centres undefined)	-12	1	/
CCc1nccn1-c1cc(C)nc2c(-c3ccc(OC)c(OC)c3)c(C)nn12	-4	3	-6
CSCCC(C(=O)O)N1C(=O)CSC1=S (centres undefined)	-5	-2	0
COc1ccc(OC)c(C2c3[nH]c4ccccc4c3CCN2CC(=O)Nc2cc(C)nn2C)c1 (centres undefined)	0	-7	0
CCC(C)(C)NC(=O)c1ccc2c(=O)n(C)c(=O)n(C)c2n1	-1	-3	-7
c1ccc(CN2CCC3(CCc4ccccc43)CC2)cc1	-3	26	/
COc1cc(C=NNP2(=O)C=C(c3ccccc3)OC(c3ccccc3)=C2)cc(OC)c1OC	-5	19	/
CC1(C(=O)NCCc2ccccc2)Cc2c(-c3cccc(C(N)=O)c3)ccnc2O1 (centres undefined)	-5	5	-6
CC(=O)N(OCc1ccccc1)[C@@H]1c2cc(C#N)ccc2OC(C)(C)[C@H]1O	-3	-14	/

(next part)
SMILES | hcGAS lum | NPYLR7 agonist | mcGAS lum
O=C(Cc1ccc(F)cc1)Nc1ccc(Nc2cc(-n3ccnc3)ncn2)cc1 | -6 | -18 | -8
CCOC(=O)CSc1nc2c([nH]c3ccccc32)c(=O)n1-c1ccc([N+](=O)[O-])cc1 | -10 | 0 | -8
COc1ccc(OC)c2sc(N(CCCN3CCOCC3)C(=O)c3cc(C)on3)nc12 | -8 | 4 | -6
O=C(Cn1nc(-c2ccco2)c2sc(N3CCCCC3)nc2c1=O)NCCc1ccccc1 | -3 | -5 | -8
CCCOc1ccccc1C(=O)N1CCc2c(nc(-c3ccccn3)[nH]c2=O)C1 | -5 | 3 | -6
O=C(/C=C/c1nccs1)NCC(=O)Nc1ccc(Br)cc1 | -10 | 15 | -16
COc1ccc(NC(=O)N2CCN(C(=O)c3cc4ccsc4n3Cc3ccccc3F)CC2C)cc1 (centres undefined) | -3 | / | -9
O=C(O)c1csc(CSc2nnc(-c3ccccc3Cl)n2-c2ccccc2F)n1 | -4 | -2 | -3
O=C(CCc1cc2c(n1-c1ccc3c(c1)OCO3)-c1ccccc1CC2)NCCN1CCOCC1 | 5 | -2 | -2
CCCCOc1ccc(-c2nc(C=Nc3ccc4c(c3)OCCO4)c(O)o2)cc1 | -5 | -5 | /
O=C(COCC(F)(F)F)NCc1ccc(Cl)s1 | -7 | 5 | /
Cc1ccc(C)n1-c1sccc1C(=O)Nc1ccc(S(C)(=O)=O)cc1 | -3 | 7 | -4
COc1ccc(-c2cc(C(=O)NC3=NCCS3)c3ccccc3n2)cc1 | -6 | 5 | /
COc1c(C)cc(C(=O)C2CCCN(C(=O)c3[nH]ncc3Cl)C2)cc1C (centres undefined) | -6 | -9 | /
Cc1noc(C)c1C=CC(=O)NNc1c(F)c(F)c(F)c(F)c1F | -3 | 0 | -4
Cc1ccc(-c2nc(CN3CCCCC3c3cccc(F)c3)c(C)o2)o1 (centres undefined) | -2 | 0 | /
Cc1c(C)n2c3c(=O)n(CCc4ccccc4)c(=O)n(C)c3nc2n1CC(C)C | -7 | 0 | /
Cc1cccc(S(=O)(=O)NC(=O)C2(C)CCN2C(=O)c2ccccc2)c1 (centres undefined) | -5 | -1 | /
COc1ccnc(Oc2ccc(Cl)c3ccccc23)n1 | -8 | -3 | /
Clc1ccc(COc2ccc(CNc3ncn[nH]3)cc2)cc1 | -7 | -13 | /
O=C1CCC2C(=O)N(CC(=O)N3CCCC3)C(=O)C2C1 (centres undefined) | -11 | 0 | /
CCCCSc1nnc(-c2cn(C)nc2OC)n1CC | -9 | 8 | -8
CC(C)C(C)(C#N)NC(=O)CN1CCCC(NS(C)(=O)=O)C1 (centres undefined) | 5 | -2 | /
O=c1c2c(-c3ccccc3)ccnc2[nH]n1-c1ccc(Cl)cc1 | -4 | -2 | -8
Fc1ccc(OCCN2CCCCC2CCN2CCOCC2)cc1 (centres undefined) | -5 | 1 | -15
COc1cccc2cc(C(=O)Nc3nnc(-c4cc(C)n(C)n4)o3)oc12 | 0 | -7 | -1

Compound activity from PubChem.
